From PubChem
SMN2 splice enh = qHTS Assay for Enhancers of SMN2 Splice Variant Expression; HEK293 SMN2-luciferase splicing reporter, luminescence, 30-36 h; Potency, µM (doses to about 46.1 µM), for inactives: top-dose activity change, positive = activation, hits mostly activators; actives 2.8% (n = 210,000); note: % of control where 0% means no effect; nearly all actives have a fitted effect of over 55% in size
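HEK293 cells carry an SMN2 minigene-luciferase reporter in which exon 7 inclusion puts luciferase in frame. Cells were seeded at 2000 cells/well, attached for 10-12 hours, then exposed to compounds for 30-36 hours at 37C before ONE-Glo luminescence.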
GAA spleen mod = qHTS Assay for Inhibitors and Activators of Human alpha-Glucosidase From Spleen Homogenate | Potency, µM (series often up to 79.9 µM), for inactives: top-dose activity change, negative = inhibition, actives largely listed as inhibitors | actives 0.006% (n = 240,000) | Lysosomal alpha-glucosidase (Homo sapiens), P10253 | human spleen homogenate, 4-MU-alpha-glucoside fluorescence;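 note: 0% = enzyme with vehicle and -100% = no enzyme basal signal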
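Compounds were titrated against alpha-glucosidase in spleen homogenate at pH 5.0, with 1 mM 4-methylumbelliferyl substrate for 40 min at 37 C. Reactions were quenched with pH 10 NaOH/glycine and fluorescence measured.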
GLA spleen mod = qHTS Assay for Inhibitors and Activators of Human alpha-Galactosidase From Spleen Homogenate | actives 0.008% (n = 240,000) | AID 2107, 2009 | Potency, µM (doses to about 80 µM), inactives show at the highest dose activity change, negative = inhibition, most hits filed as inhibitors | Alpha-galactosidase A (Homo sapiens), P06280 | human spleen homogenate, 4MU-alpha-Gal fluorescence, 40 min;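 note: 0% = enzyme with vehicle and -100% = no enzyme basal signal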
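Human spleen homogenate (1 ug) as enzyme source, 4-methylumbelliferyl-alpha-D-galactopyranoside 1 mM final, citrate/phosphate pH 5.0 with 0.01% Tween-20. Compounds 40 min at 37C, NaOH/glycine stop; fluorescence Ex 365/Em 440, Hill-fit AC50.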
RGS12 GoLoco inh = qHTS Assay for Inhibitors of RGS12 GoLoco Motif Activity (Red Fluorophore) | Guanine nucleotide-binding protein G(i) subunit alpha-1 (Homo sapiens), P63096 | Gai1:RGS12 GoLoco peptide FP, rhodamine, 10 min | Potency, µM (top dose mostly 61.6 µM), for the others: at the highest dose activity, negative = inhibition, most hits filed as inhibitors | actives 0.44% (n = 230,000) | AID 880, 2007; active = well fitted inhibition curve with a large enough effect, not every such curve was filed as active; inactive = no such curve, though single readings can be large or run the other way; note: % is set by controls: 0 for no effect and ±100 for the full control effect; nearly all actives have a fitted effect of over 30% in size; many of its hits are not listed in these tables
Target sequence (P63096 whole entry, looked up): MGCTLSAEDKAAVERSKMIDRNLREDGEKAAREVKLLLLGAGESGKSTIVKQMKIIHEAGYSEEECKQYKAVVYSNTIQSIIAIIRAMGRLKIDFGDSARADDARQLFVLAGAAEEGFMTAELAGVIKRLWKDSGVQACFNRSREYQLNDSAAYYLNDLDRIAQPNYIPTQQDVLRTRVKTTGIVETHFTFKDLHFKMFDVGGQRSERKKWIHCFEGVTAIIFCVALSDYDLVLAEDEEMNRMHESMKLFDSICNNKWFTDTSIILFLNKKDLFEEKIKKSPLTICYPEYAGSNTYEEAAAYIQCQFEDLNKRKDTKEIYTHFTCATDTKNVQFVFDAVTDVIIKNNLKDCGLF
GAA inhib = qHTS Assay for Inhibitors of Human alpha-Glucosidase as a Potential Chaperone Treatment of Pompe Disease | Lysosomal alpha-glucosidase (Homo sapiens), P10253 | purified human GAA, 4-MU-alpha-glucoside fluorescence | Potency, µM (titrated, usually from 76.9 µM), inactives show at the top dose activity change, negative = inhibition, usual class: inhibitors | actives 0.005% (n = 200,000) | AID 1466, 2008;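 note: plate controls were uninhibited enzyme wells for no effect and no-enzyme background for full effect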
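Activity normalized between no-enzyme (basal) and enzyme-only wells. Conditions: 4 nM human enzyme, 400 uM fluorogenic substrate, citrate/phosphate pH 5.0 with Tween-20, 20 min room temperature, compounds up to 77 uM.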
GAA glycogen mod = qHTS Assay for Inhibitors and Activators of Human alpha-Glucosidase Cleavage of Glycogen. recombinant GAA, glycogen substrate, Amplex Red glucose oxidase fluorescence. AID 2100, 2009. actives 0.38% (n = 300,000). Lysosomal alpha-glucosidase (Homo sapiens), P10253. Potency, µM (series often up to 76.4 µM), without a hit: at the top dose activity change, negative = inhibition, usual class: inhibitors;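 note: 0% = full enzyme reaction and -100% = no-enzyme basal signal; the screen sought inhibitors and activators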
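Recombinant enzyme (4 nM final) with compounds titrated up to 77 uM and bovine liver glycogen (30 ug) in citrate pH 5.0, 0.01% Tween-20, 37 C 40 min. Released glucose detected by Amplex Red/glucose oxidase (Ex 573/Em 610); AC50 from Hill fits.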
JMJD2E inh = qHTS Assay for Inhibitors of Human Jumonji Domain Containing 2E (JMJD2E); Lysine-specific demethylase 4E (Homo sapiens), B2RXH2; JMJD2E catalytic domain, FDH-coupled NADH fluorescence (FDH is formaldehyde dehydrogenase); AID 2147, 2009; actives 1.6% (n = 230,000); Potency, µM (top dose mostly 57.1 µM), for inactives: at the top dose activity change, negative = inhibition, usual class: inhibitors; active = well fitted inhibition curve with a large enough effect, not every such curve was filed as active; inconclusive = small, poorly fitted or top-dose-only effect, or another doubt; inactive = no such curve, though single readings can be large or run the other way;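 note: 0% = wells with enzyme and -100% = buffer wells without enzyme; nearly all actives have a fitted effect of over 50% in size; many of its hits are not listed in these tables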
ALDH1A1 inh = qHTS Assay for Inhibitors of Aldehyde Dehydrogenase 1 (ALDH1A1). Potency, µM (doses to about 75.3 µM), inactives show at the top dose activity, negative = inhibition, most hits filed as inhibitors. Purified ALDH1A1, NADH fluorescence, propionaldehyde substrate. AID 1030, 2008. actives 7.3% (n = 220,000); active = well fitted inhibition curve with a large enough effect, not every such curve was filed as active; inconclusive = small, poorly fitted or top-dose-only effect, or another doubt; inactive = no such curve, though single readings can be large or run the other way;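 note: plate controls were no enzyme wells and a reference inhibitor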
Target sequence (P00352 whole entry, looked up): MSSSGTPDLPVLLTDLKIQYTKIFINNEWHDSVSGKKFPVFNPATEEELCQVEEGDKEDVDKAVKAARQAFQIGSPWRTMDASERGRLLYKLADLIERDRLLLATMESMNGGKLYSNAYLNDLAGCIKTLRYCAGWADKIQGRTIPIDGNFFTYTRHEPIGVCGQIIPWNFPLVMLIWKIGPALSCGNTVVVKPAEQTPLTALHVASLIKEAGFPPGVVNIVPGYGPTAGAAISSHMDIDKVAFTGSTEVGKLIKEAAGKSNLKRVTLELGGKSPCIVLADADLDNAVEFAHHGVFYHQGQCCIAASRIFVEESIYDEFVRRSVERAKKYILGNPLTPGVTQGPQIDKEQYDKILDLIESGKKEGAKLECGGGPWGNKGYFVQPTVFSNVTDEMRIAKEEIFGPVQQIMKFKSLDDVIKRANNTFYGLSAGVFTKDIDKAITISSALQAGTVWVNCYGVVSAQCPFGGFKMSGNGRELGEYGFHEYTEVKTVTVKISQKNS
Active calls of the source: *; ? = inconclusive; · = not tested or not shown; & = joins results of further samples; [ ] = remark or other dose. Unless noted, calls come from the whole dose curve; as a rule, active = well fitted curve in the direction sought with a large enough effect; inconclusive = small, poorly fitted or top-dose-only effect, or another doubt; inactive = no such curve, though single readings can be large; an effect the other way counts as inactive or inconclusive. Potency is the fitted concentration of half-maximal effect. Some of the compounds tested; rates above refer to the full screens.

SMILES | SMN2 splice enh | GAA spleen mod | GLA spleen mod | RGS12 GoLoco inh | GAA inhib | GAA glycogen mod | JMJD2E inh | ALDH1A1 inh
COc1ccc(CC(=O)Nc2ccc(-c3noc(-c4cccc(OC)c4)n3)cc2)cc1 | 9% | -1% | 1% | -3% | -1% | -3% | -4% | 0%
CN(C)S(=O)(=O)c1cccc(NC(=S)NC(=O)C2CCCCC2)c1 | 4% | 1% | 3% | 0% | -8% | 3% | -7% | ?
CC(C)C(=O)Nc1cc(S(=O)(=O)Nc2cccc(Cl)c2)ccc1Cl | · | 6% | 8% | · | -13% | -8% | 7% | -11%
CCOC(=O)N1CCN(C(=O)Cc2ccc(-n3c(=O)[nH]c4ccccc4c3=O)cc2)CC1 | -11% | 6% | 12% | -14% | -4% | 3% | 5% | -6%
COc1ccc2nc(SCc3nc(N)nc(Nc4ccccc4)n3)[nH]c2c1 | -13% | 2% | 0% | 1% | -5% | -2% | -7% | 7.9µM*
CS(=O)(=O)N1CCN(c2ccccc2NC(=O)c2ccc(-c3ccc(Br)cc3)o2)CC1 | -13% | -4% | 1% | 14% | -2% | -3% | ? | ?
O=C(COC(=O)c1ccc[nH]c1=O)c1ccc(Cl)s1 | 8% | 1% | 2% | 7% | 0% | 0% | -3% | -10%
COC(=O)c1ccccc1NC(=S)NC(=O)c1cccc2ccccc12 | 9% | -2% | 4% | 26% | 5% | -2% | ? | 10µM*
CCN(Cc1ccccc1)c1ccc(/C=N/NC(=S)NC(C)C)cc1 | -22% | -5% | 13% | 2% | 7% | -17% | ? | ?
CC(=O)Oc1cc(OC(C)=O)c2c(C)cc(=O)oc2c1 | 10% | ? | ? | 0% | ? | 2% | ? | ?
C=CCSc1nnc(NC(=O)Cc2ccc(OC)c(OC)c2)s1 | -10% | -11% | -18% | 9% | 11% | 1% | 0% | ?
CCOC(=O)c1[nH]c(C)c(/C(O)=C2\C(=O)C(=O)N(CCCN(C)C)C2c2cccnc2)c1C (stereo not given) | -7% | 5% | -3% | 5% | 4% | -3% | -2% | 3%
Nc1nn2c(-c3ccccc3)cc(=O)[nH]c2c1N=Nc1ccc(Br)cc1 | -58%[inhibitor] | -5% | -9% | 14% | -2% | 22% | -6% | -1%
COc1ccccc1CN1C[C@@H]2C[C@@H](C3=Cc4cccc(OC)c4OC3)N3CCC[C@@]23C1=O | · | -1% | -1% | 5% | · | 15% | -5% | -6%
COc1cc(OC)cc(C(=O)N[C@H](C(=O)N2CCc3ccccc32)C(C)C)c1 | · | -5% | 1% | · | 3% | -1% | 4% | -10%
N=c1c2c(n(Cc3cccc(Cl)c3)c3c1CCC3)CCCC2 | -85%[inhibitor] | -11% | -11% | 5% | 0% | 4% | 5% | -2%
O=C(O)c1cc(-c2cccc([N+](=O)[O-])c2)nc2ccccc12 | · | 0% | 2% | 10% | 3% | 6% | -3% | ?
CCCN1CCN(C(=O)Cn2ncc3ccccc32)CC1 | 11% | 2% | 1% | -5% | -3% | 4% | 10% | 8%
CC(=O)c1cccc(NC(=O)COC(=O)c2ccc3c(c2)OCCO3)c1 | 9% | -3% | -3% | 7% | -7% | 3% | -6% | 3%
CN1C(=O)N(C)C2(c3ccccc3)Nn3c(s/c(=C/c4ccccc4)c3=O)=NC12c1ccccc1 (stereo not given) | 3% | 1% | 0% | 9% | 1% | 7% | 0% | 0%
CCCc1cc(NCCCN2CCOCC2)n2c(nc3ccccc32)c1C#N | -16% | ? | ? | 7% | -1% | -4% | 23% | ?
Cc1ccccc1C(=O)NCCN=C1NS(=O)(=O)c2ccccc21 | -5% | 2% | 6% | 0% | 1%[15.4 µM] | -6% | 7% | -5%
CCN(CC)C(=O)CC(c1ccc(OC)cc1)c1c(O)cc(OC)cc1OC (stereo not given) | · | -1%&-2% | 0%&5% | -12% | · | -1% | -15% | ·
CSc1ccc(C#N)cc1NC(=O)c1cccnc1Cl | 21% | -2% | -1% | 5% | 1% | 15% | 6% | -3%
Cn1cccc1/C=N/NC(=O)c1ccccn1 | · | -3% | -1% | 6% | · | ? | -6% | ·

Brought forward from above: three entries, followed by the next part.
SMILES | SMN2 splice enh | GAA spleen mod | GLA spleen mod | RGS12 GoLoco inh | GAA inhib | GAA glycogen mod | JMJD2E inh | ALDH1A1 inh
CCN(CC)C(=O)CC(c1ccc(OC)cc1)c1c(O)cc(OC)cc1OC (stereo not given) | · | -1%&-2% | 0%&5% | -12% | · | -1% | -15% | ·
CSc1ccc(C#N)cc1NC(=O)c1cccnc1Cl | 21% | -2% | -1% | 5% | 1% | 15% | 6% | -3%
Cn1cccc1/C=N/NC(=O)c1ccccn1 | · | -3% | -1% | 6% | · | ? | -6% | ·
O=C(c1ccccn1)c1cc2ccccc2n1S(=O)(=O)c1ccccc1 | 8% | -5% | 2% | 10% | -6% | -4% | -5% | ?
CSc1nc(Cl)c(C#N)c(-c2ccc(C)cc2)n1 | -8% | 7% | 1% | -2% | -8% | 1% | -2% | -1%
CC(C)NC(=O)COC(=O)c1cccc(NS(=O)(=O)/C=C/c2ccccc2)c1 | -7% | 5% | 2% | -11% | -3% | 4% | 3% | 7%
CCS(=O)(=O)c1ccc(-c2csc(-c3ccccc3Cl)n2)c(Cl)c1Cl | -17% | -28% | -18% | -15% | 4% | -2% | ? | ?
CCC(NC(C)C)C(O)c1ccc(O)c(O)c1 (stereo not given) | -14%&13% | -15%&6% | -7%&5% | 8%&6% | -3%[15.4 µM] | ? | 13µM* | 5%&-6%
Cc1ccc2nc(C)c3c(c2c1)OC(C(C)(Cl)Br)C3 (stereo not given) | · | -10% | -7% | 9% | -25%[15.4 µM] | 6% | ? | ·
O=C(Nc1cccc(F)c1)N1CC[C@@]2(CCCN(C(=O)c3cnccn3)C2)C1 | -10% | -4% | 7% | 8% | · | · | · | 2%
O=C(Nc1nnc(CC2=CCCCC2)s1)c1cccs1 | 14µM* | -9% | -5% | 3% | 7% | -5% | -3% | -9%
Cn1c(Cn2nnc3ccccc32)nnc1SCC(=O)Nc1nccs1 | 0% | 0% | -1% | 7% | -12% | -1% | -1% | 2%
CCC(C)c1c(O)nc(SCc2ccccc2)[nH]c1=O (stereo not given) | -3% | -6% | 4% | 4% | 6% | -3% | 0% | -10%
O=C(COC(=O)CCc1ccc(S(=O)(=O)N2CCOCC2)cc1)Nc1ncc(C(F)(F)F)cc1Cl | -7% | -4% | 5% | 11% | -12% | 4% | 2% | -7%
CCOc1ccc(-n2nc3c(SCCN4CCCC4)nnc(C)c3c2C)cc1 | -9% | 3% | -6% | -1% | 5% | 3% | ? | 0%
CCC(C)c1ccc(NC(=O)c2cccnc2)cc1 (stereo not given) | 13µM* | -1% | -7% | -5% | -1% | -3% | 3% | ?
Cc1cc(OCCNCCO)cc(C)c1Cl | 4% | -4% | -2% | -3% | ? | 9% | 5% | 7%
O=C1CCOc2cc(OCc3ccccc3)ccc21 | 2.2µM* | -10% | -1% | -6% | 3% | -4% | 3% | ?
O=C(COC(=O)c1ccco1)Nc1nc2ccccc2s1 | 9% | -4% | 3% | 10% | 2% | 12% | -2% | 1%
CC(C(=O)N1CCCc2c1c(=O)oc1ccc(O)cc21)N1CCc2ccccc2C1 (stereo not given) | · | 4% | 10% | · | 1% | -25% | -4% | ?
CSc1ncc(-c2ccccc2)cn1 | -9% | 8% | 1% | -2% | 12% | 2% | -1% | -1%
CC1=NN(c2ccccc2)C(=O)C1(C)[N+](=O)[O-] (stereo not given) | ? | -19% | -2% | 0% | 9% | -1% | 0% | 11%
COc1ccc(NC(=O)C(CC(C)C)NC(=O)C2CCCCC2)c(OC)c1 (stereo not given) | 1%&4% | -3% | -6% | -4% | -1% | -9% | -1% | 8%
CCOC(=O)N1CCN(C(=O)C2CCCN(S(=O)(=O)c3ccc(C)cc3)C2)CC1 (stereo not given) | -29% | -8% | 7% | 0% | -1% | 2% | 1% | -1%
CC(C)(C)C1CCC(C(=O)OCC(=O)Nc2ccc3[nH]c(=O)[nH]c3c2)CC1 (stereo not given) | -5% | 8% | 4% | 18% | 7% | -8% | 11% | 8%
COc1ccccc1NC(=O)Nc1ccc(Cl)c(S(=O)(=O)Nc2ccccc2OC)c1 | -10%[1.84 µM] | 7% | 8% | 6% | -5% | -2% | -4% | -12%
CN(C)c1ccc(C=NCC2COc3ccccc3O2)cc1 (stereo not given) | · | -3% | -5% | 6% | -14% | 0% | -4% | 0.56µM*
O=C(O)COc1ccc(=O)n(-c2ccccc2)n1 | -22% | -1% | 2% | 7% | 4% | -10% | -5% | 13%

(continued)
SMILES | SMN2 splice enh | GAA spleen mod | GLA spleen mod | RGS12 GoLoco inh | GAA inhib | GAA glycogen mod | JMJD2E inh | ALDH1A1 inh
Cc1ccc(C(=O)Nc2ccccc2C(=O)NC(Cc2ccccc2)C(=O)O)cc1 (stereo not given) | 13% | 2% | 6% | 11% | 6% | -7% | ? | -5%
O=C(O)CCCC(=O)NCCc1cccc(Cl)c1 | ? | -3% | -1% | 1% | -6% | 3% | 8% | -2%
O=C(/C=C/c1ccccc1)Nc1nnc(SCC(=O)c2ccc3ccccc3c2)s1 | -3% | -8% | -5% | -94% | 3% | 0% | 7% | ?
Cc1ccccc1NC(=O)COc1ccc2oc(=O)cc(C)c2c1 | 4% | -3% | 1% | -2% | 8% | 13% | -4% | ?
Cn1nc(CC(=O)NCc2ccc(C(F)(F)F)cc2)c2ccccc2c1=O | · | -21% | 13% | 2% | -1% | 4% | -5% | -8%
N=C(N)N | -10% | 1% | 7% | 0% | · | · | 6% | 5%
